LEDGF integ inh: blockers of LEDGF/p75-dependent integrase strand transfer – biochemical, TR-FRET, high throughput, primary screen; TR-FRET IN-LEDGF/p75 DNA integration, Eu/Cy5; inhibition, % at 3.7 µM; hit rate 0.64% among 370,000;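 active = inhibition above the screen-wide mean plus 3 SD, cut at about 13% in these data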;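 also: signal is the Cy5 over europium emission ratio at 671 and 618 nm; 0% = plate median of compound wells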
Tn7 DDE FP: inhibitors of Tn7 peptide binding to fibrin DD(E), primary screen, biochemical, fluorescence polarization, human fibrin, Tn7 probe; Fibrinogen beta chain (Homo sapiens), P02675; FP displacement of FITC-Tn7 peptide from fibrin DD(E); 0% = median of compound wells per plate; hit rate 0.13% among 370,000; inhibition, % at 8.3 µM;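 active = inhibition above the mean of compounds falling within the control limits plus 3 SD of them, cut at about 14% in these data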;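 also: 0% = plate median of compound wells and 100% = 10 µM Aha-Tn7 peptide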
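Assay system: Human fibrin DD(E) protein | Medium: Tris buffer with calcium and detergent, pH 7.8 | Reagent: 0.1 µM fluorescent Tn7 | Compound dosing: Single point at 8.3 µM | Times: 10 min preincubation, 3 h with tracer, room temperature | Detection: Fluorescence polarization of the labelled Tn7 tracer | Controls: Aha-Tn7 high control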
SIAE primary: human SIAE inhibitors, primary screen, biochemical, fluorescence polarization, FP-Rh probe, 1536-well HTS; Sialate O-acetylesterase (Homo sapiens), Q9HAT2; SIAE FP-Rh probe binding; inhibition, % at 9.66 µM; hit rate 0.69% among 370,000;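 active = inhibition above a cutoff: mean of compounds within the control limits plus 3 SD of those, cut at about 17% in these data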;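 also: 0% = plate median of compound wells and 100% = probe without SIAE protein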
HTRA1 inh: HTRA1 serine protease inhibitors, primary screen, biochemical, fluorescence polarization, HTS; Q92743; recombinant HTRA1, FP-rhodamine activity-based probe; inhibition, % at 5.96 µM; hit rate 0.5% among 340,000; AID 504803, 2011; in the data active = inhibition above about 36%;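 also: 0% = enzyme with DMSO and 100% = wells lacking enzyme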
TDP2 absorb: human TDP2 enzyme inhibitors, primary screen, biochemical, epi absorbance, recombinant enzyme; T5PNP hydrolysis, p-nitrophenol absorbance 415 nm; inhibition, % at 12.8 µM; Tyrosyl-DNA phosphodiesterase 2 (Homo sapiens), O95551; hit rate 0.34% among 370,000;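 active = inhibition above the mean of all tested compounds plus 3 SD, set per campaign, cut at about 25% in these data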;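 also: 0% = DMSO with enzyme and 100% = buffer with substrate but no TDP2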
Target sequence (O95551 whole entry, looked up): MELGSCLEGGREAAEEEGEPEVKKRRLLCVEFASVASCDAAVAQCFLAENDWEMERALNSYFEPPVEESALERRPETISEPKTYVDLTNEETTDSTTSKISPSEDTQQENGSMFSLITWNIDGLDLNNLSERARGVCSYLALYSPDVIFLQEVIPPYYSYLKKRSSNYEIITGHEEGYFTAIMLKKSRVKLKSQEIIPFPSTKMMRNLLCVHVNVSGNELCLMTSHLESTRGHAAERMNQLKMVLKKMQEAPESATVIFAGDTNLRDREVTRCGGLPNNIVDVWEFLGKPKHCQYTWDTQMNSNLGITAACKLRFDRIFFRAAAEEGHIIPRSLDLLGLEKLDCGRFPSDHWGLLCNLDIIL
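Test system: Human TDP2 enzyme | Reagent: 5 mM T5PNP | Compound dosing: 12.8 µM single point, 1% DMSO | Incubation: Enzyme reaction with compound for 2 h at 37 °C | Technique: p-Nitrophenol epi absorbance | Read-out: % inhibition relative to enzyme-containing and enzyme-free wells | Benchmarks: High control without enzyme, low control DMSO plus TDP2 | Replicates: Singlicate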
mABHD4 FP: ABHD4 inhibitors, primary screen, biochemical, fluorescence polarization, mouse; (Lyso)-N-acylphosphatidylethanolamine lipase (Mus musculus), Q8VD66; purified mABHD4, FP-Rh probe fluorescence polarization; inhibition, % at 8.92 µM; hit rate 0.54% among 370,000; AID 720543, 2013;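 active = inhibition exceeding the mean over every tested compound plus 3 SD, cut at about 30% in these data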;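 also: 0% = plate median of compound wells and 100% = S159A mutant with DMSO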
Target sequence (Q8VD66 whole entry, looked up): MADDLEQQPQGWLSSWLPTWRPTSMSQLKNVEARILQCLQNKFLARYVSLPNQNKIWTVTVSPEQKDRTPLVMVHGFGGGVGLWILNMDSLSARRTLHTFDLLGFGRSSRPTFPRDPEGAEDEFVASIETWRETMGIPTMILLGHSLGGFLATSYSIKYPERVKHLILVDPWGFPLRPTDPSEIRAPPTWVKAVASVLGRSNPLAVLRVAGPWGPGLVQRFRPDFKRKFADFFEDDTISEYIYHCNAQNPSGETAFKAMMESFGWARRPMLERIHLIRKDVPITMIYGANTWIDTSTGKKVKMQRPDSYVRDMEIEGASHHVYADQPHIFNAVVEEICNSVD
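Test system: mouse ABHD4 enzyme, wild type. Reagent: FP-Rh fluorescent activity-based probe, added after compound pre-incubation. Timing: pre-incubation 45 min, probe exposure 60 min, at 25 °C. Technique: FP readout, ex 525 nm / em 598 nm. Benchmarks: high control S159A mutant with DMSO, low control median of compound wells.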
UHRF1 binding: UHRF1 methylated DNA binding inhibitors, primary screen, counter-screen for MBD2 inhibitor project, biochemical, TR-FRET, human UHRF1, single concentration; UHRF1 binding to methylated oligo; hit rate 0.75% among 370,000; inhibition, % at 4.4 µM; E3 ubiquitin-protein ligase UHRF1 (Homo sapiens), Q96T88; in the data active = inhibition above about 21%;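 also: UHRF1 SRA domain binding a hemimethylated CpG hairpin DNA probe; 0% = median of test compound wells and 100% = reference inhibitor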
PRMT1 FP inh: PRMT1 methyltransferase inhibitors, primary screen, biochemical, fluorescence polarization; Protein arginine N-methyltransferase 1 (Homo sapiens), Q99873; recombinant PRMT1, activity-based probe fluorescence polarization; inhibition, % at 2.79 µM; AID 652257, 2013; hit rate 1.3% among 370,000;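 active = inhibition above about 21% made by adding two undisclosed values, limit read from the data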
Target sequence (Q99873 whole entry, looked up): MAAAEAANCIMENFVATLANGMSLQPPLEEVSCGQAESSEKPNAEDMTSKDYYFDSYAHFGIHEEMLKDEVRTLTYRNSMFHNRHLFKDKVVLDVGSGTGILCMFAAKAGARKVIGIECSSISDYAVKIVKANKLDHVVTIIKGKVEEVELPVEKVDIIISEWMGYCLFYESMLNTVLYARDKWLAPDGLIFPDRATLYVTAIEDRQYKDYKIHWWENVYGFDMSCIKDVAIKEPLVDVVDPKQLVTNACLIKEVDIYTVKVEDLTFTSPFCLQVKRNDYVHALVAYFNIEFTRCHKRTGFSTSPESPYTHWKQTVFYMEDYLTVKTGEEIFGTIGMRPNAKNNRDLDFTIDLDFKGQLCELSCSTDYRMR
TCR-CD3 inh: inhibitors of human TCR-CD3 interaction, primary screen, biochemical, fluorescence, TAMRA-labeled TCR probe. AID 651800, 2012. T-cell receptor (TCR). inhibition, % at 9.4 µM. hit rate 0.37% among 360,000; in the data active = inhibition above about 19%;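 also: recombinant mutant TCR 2C K166C tagged with TAMRA read by polarization; 0% = receptor in buffer alone and 100% = receptor with positive control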
PG9 binder: binders of HIV-1 gp120 antibody PG9, primary screen, biochemical, TR-FRET. TR-FRET gp120-PG9 antibody binding. inhibition, % at 6.7 µM. HIV-1 gp120 / PG9 antibody interaction. hit rate 0.43% among 360,000; in the data active = inhibition above about 8.5%
* hit, by the source's call; / = no result given.

SMILES | LEDGF integ inh | Tn7 DDE FP | SIAE primary | HTRA1 inh | TDP2 absorb | mABHD4 FP | UHRF1 binding | PRMT1 FP inh | TCR-CD3 inh | PG9 binder
O=C(CSc1nnc(C2CC2)n1C1CC1)Nc1cccc(Br)c1 | -1 | -3 | 5 | -6 | -17 | -13 | 3 | 9 | 8 | -0.3
Cc1ccc(N=Nc2c(C)[nH]n(-c3ccccc3)c2=O)cc1 | 4 | 0 | -2 | 0 | -2 | 2 | 2 | -4 | 3 | -1.1
COc1ccc(C2c3c(ccc4ccccc34)Oc3ncn4nc(Cc5ccccc5)nc4c32)cc1OC (centres undefined) | 6 | 3 | -5 | -1 | 1 | -4 | -5 | -3 | 9 | 0.4
O=C(Nc1cccc(F)c1)NC1(C(=O)NCC2CCCO2)CCCCC1 (centres undefined) | -2 | 7 | -1 | 4 | 2 | -4 | -1 | -2 | -8 | -1.9
CCOc1ccc(Cc2c(Cl)nc(SC)nc2OC)cc1 | -1 | -3 | -2 | -1 | -1 | -2 | -4 | 2 | 0 | 1.0
COc1ccc(C)cc1S(=O)(=O)N(CC(=O)NCc1ccc(Cl)cc1)Cc1ccccc1 | -1 | 6 | -15 | -44 | -12 | -14 | -1 | 0 | 1 | -1.9
CCN(CC)CCOC(=O)c1ccc(NC(=O)CNC(=O)c2ccccc2)cc1 | 3 | 2 | 2 | 10 | -3 | 2 | 6 | -5 | -1 | -0.4
O=C(CN1C(=O)NC(c2ccccc2)(c2ccccc2)C1=O)N1CCOCC1 | 1 | -3 | 0 | 7 | 4 | -1 | 0 | -2 | -4 | 0.2
Cc1cc(C)n(-c2ccc(C(=O)OCC(=O)Nc3cc(Cl)ccc3[N+](=O)[O-])cc2)n1 | 1 | 2 | -1 | -3 | -4 | -1 | 0 | -2 | 4 | -1.9
O=C(NCc1ccco1)c1ccccc1NS(=O)(=O)c1cccs1 | -3 | -5 | 1 | -7 | -4 | -6 | 4 | 4 | 0 | -0.1
COc1ccc(S(=O)(=O)N(C)c2ccc(C(=O)N3CCCC3)cc2)cc1 | -4 | 7 | 0 | -4 | 7 | 0 | 2 | 0 | -2 | -0.3
COc1ccc(CNS(=O)(=O)CCNCCc2ccccc2)cc1 | -4 | 7 | 6 | 1 | 5 | 0 | -1 | 0 | 7 | -1.0
CCOc1ccc(C(=O)NNC(=O)c2cc(C)oc2C)cc1 | -1 | 5 | 0 | -6 | -3 | -2 | 2 | 4 | 1 | 0.9
CCN(CC(=O)Nc1cc(S(=O)(=O)N2CCCCC2)ccc1C)Cc1ccccc1 | -1 | 1 | 0 | -22 | -16 | -7 | 3 | 3 | -5 | -0.6
COC(=O)[C@]12C[C@H](CC(=O)NCC34CC5CC(CC(C5)C3)C4)C(=O)N(CCc3ccc(OC)c(OC)c3)C1=C[C@H](C1CCCC1)O[C@@H]2C | 0 | 3 | -4 | / | -8 | 9 | -1 | -1 | / | /
CC(C)NC(=O)[C@@H]1CSC2c3ccccc3C(=O)N21 (some centres undefined) | 6 | -3 | 2 | 8 | -15 | -7 | 3 | 6 | -2 | -1.4
O=C(OCCCc1cc2ccccc2c(=O)o1)c1ccc2c(c1)OCO2 | -1 | -7 | -4 | -9 | -4 | -1 | 1 | -2 | 1 | -0.3
CCOC(=O)Cc1csc(NS(=O)(=O)c2cc(Cl)ccc2Cl)n1 | 3 | -7 | 2 | 6 | -2 | 0 | -2 | 0 | 1 | -0.6
Cc1ccc(NC(=O)CSc2nc(=O)n(CCN(C)C)c3c2CCCC3)cc1Cl | -7 | -1 | 6 | -10 | 1 | 9 | 0 | 3 | -4 | -0.3
COc1ccc(C2(C)NC(=O)N(CC(=O)Nc3ccc(Br)cc3F)C2=O)cc1OC (centres undefined) | 0 | 2 | -3 | -2 | 3 | -2 | -1 | 2 | -4 | -0.3

In another format: results already given
compound	LEDGF integ inh	Tn7 DDE FP	SIAE primary	HTRA1 inh	TDP2 absorb	mABHD4 FP	UHRF1 binding	PRMT1 FP inh	TCR-CD3 inh	PG9 binder
COc1ccc(S(=O)(=O)N(C)c2ccc(C(=O)N3CCCC3)cc2)cc1	-4	7	0	-4	7	0	2	0	-2	-0.3
COc1ccc(CNS(=O)(=O)CCNCCc2ccccc2)cc1	-4	7	6	1	5	0	-1	0	7	-1.0
CCOc1ccc(C(=O)NNC(=O)c2cc(C)oc2C)cc1	-1	5	0	-6	-3	-2	2	4	1	0.9
CCN(CC(=O)Nc1cc(S(=O)(=O)N2CCCCC2)ccc1C)Cc1ccccc1	-1	1	0	-22	-16	-7	3	3	-5	-0.6

More records follow:
SMILES | LEDGF integ inh | Tn7 DDE FP | SIAE primary | HTRA1 inh | TDP2 absorb | mABHD4 FP | UHRF1 binding | PRMT1 FP inh | TCR-CD3 inh | PG9 binder
COc1cccc(-c2ccc(NC(=O)C3CCCN(Cc4cnc(N(C)C)s4)C3)cc2)c1 (centres undefined) | -3 | 6 | -3 | -18 | -10 | 0 | 3 | 0 | -3 | -0.7
CN(CCOc1ccccc1)CC(O)COCc1ccccc1F (centres undefined) | 3 | -1 | 3 | 5 | -8 | 4 | -2 | 0 | -2 | -2.9
COc1cccc(NC(=O)CC2C(=O)NC3CCCCC3N2C(=O)c2ccccc2)c1 (centres undefined) | -3 | -11 | -2 | 1 | 12 | 1 | -4 | 1 | 4 | 0.6
CC(C)[C@H](NC(=O)N1c2ccccc2NC(=O)[C@@H]1C(C)C)C(=O)N[C@@H](C(=O)O)c1ccccc1 | 2 | -5 | -3 | 5 | 3 | -9 | -3 | -4 | 0 | -0.6
O=C(NCc1nnc2c3ccccc3c(-c3ccccc3)nn12)c1ccc(Cl)cc1 | 7 | -7 | 8 | -2 | -13 | -3 | -4 | -2 | 2 | -4.2
COC(=O)/C=C1\NC(=O)C(C)S1 (centres undefined) | 3 | -3 | 5 | -2 | 2 | 0 | 16 | -7 | 4 | -1.9
Nn1c(COc2ccccc2)nnc1SC(F)F | 2 | 3 | 1 | -5 | -4 | -5 | 0 | 0 | -3 | -1.3
CN1CCC(N(C)C(=O)c2ccc(Cl)c(S(=O)(=O)N3CCc4ccccc43)c2)CC1 | -4 | 5 | -3 | -2 | -8 | -1 | -1 | 1 | -11 | -1.2
Nc1nc(/C=C/c2cccnc2)nc(-c2ccccc2O)n1 | 1 | 2 | -22 | -4 | 10 | -5 | -2 | -4 | 0 | 2.6
CCOc1ccc(NCc2cccn2-c2nnc(N3CCC(C(=O)NCCCN4CCCCC4CC)CC3)s2)cc1 (centres undefined) | -6 | -4 | 5 | 4 | -3 | 3 | -1 | 0 | 3 | -5.5
CSc1nccc(-c2cc(Cl)sc2Cl)n1 | -1 | 3 | -3 | -10 | 0 | 3 | 0 | -1 | 0 | 2.6
COc1ccc(Cl)cc1NC(=O)COC(=O)CCCC1=NS(=O)(=O)c2ccccc2N1 | 5 | 7 | 4 | 1 | 6 | 0 | -1 | 0 | 8 | -1.1
Cc1nc(N2CCN(C(=O)c3ccc(Cl)cc3)CC2)c(C#N)c2c1COC(C)(C)C2 | 0 | -1 | -2 | -9 | -2 | -7 | -1 | -3 | 6 | -2.2
CCC1CCCCN1C(=O)c1cc(COc2ccc(-n3cncn3)cc2)on1 (centres undefined) | 0 | -1 | -1 | 2 | 6 | 4 | -8 | 3 | -3 | -2.2
O=C(Cn1c(=O)[nH]c2sc3c(c2c1=O)CCCC3)NCC1CCCO1 (centres undefined) | 0 | 1 | 9 | -1 | -15 | 1 | 3 | 4 | 2 | -0.2
Cn1cnnc1SCCC(=O)Nc1ccccc1 | 1 | -5 | -3 | -3 | -8 | 3 | -1 | 0 | 4 | -0.4
CC(Sc1nnc(Cc2ccc3c(c2)OCO3)o1)C(N)=O (centres undefined) | -1 | 8 | 5 | -1 | -5 | -2 | -2 | -2 | 3 | -0.4
Cc1cc(=O)cc(C)[nH]1 | 0 | 2 | -2 | 3 | 4 | 1 | -1 | -4 | 0 | -0.1
O=C(CSc1ncnc2sccc12)N1CCCCC1 | 1 | 0 | 10 | -1 | 6 | -2 | 2 | -2 | -6 | -3.5
c1ccc(CC[C@@H]2CC[C@@H](CCc3ccccc3)N2)cc1 | -7 | 2 | 0 | -1 | -8 | 6 | -2 | -2 | 14 | 0.9
CC(=O)Nc1nc(NCc2ccccc2Cl)n(-c2ccccc2)n1 | 4 | -1 | -3 | 5 | -8 | -3 | -3 | -1 | 0 | -3.7
COc1ccc(CCC(C)NC2C3CC4CC(C3)CC2C4)cc1 (centres undefined) | 9 | -2 | 3 | 3 | -17 | -2 | 1 | -3 | 3 | -3.5
Cc1ccccc1CN1CCCCC(NC(=O)c2ccc3ccccc3c2)C1=O (centres undefined) | -3 | 8 | -4 | / | -3 | -8 | 1 | 1 | / | /
CCCN(CCC)S(=O)(=O)c1ccc(C(=O)N2CCN(C)CC2)cc1 | -3 | -3 | 0 | -3 | 3 | -1 | -1 | -6 | -1 | -1.1
COc1ccc(NS(=O)(=O)c2cc(NC(=O)CNC(=O)c3cccc(OC)c3)ccc2C)cc1 | -2 | 3 | -19 | -34 | 8 | 2 | -2 | -2 | -1 | 2.4
COc1ccc(C2CCc3cc4c(cc3C2=NO)OCO4)cc1OC (centres undefined) | 2 | 2 | 1 | 1 | 3 | -3 | -2 | 0 | -1 | -1.9
COc1cccc(-c2ccc3c(c2)N(Cc2cccc(F)c2)C(=O)C(C)S3)c1 (centres undefined) | -3 | 2 | -11 | / | 3 | -15 | 2 | 3 | -3 | 3.7
CCOC(=O)CCn1nnc(N)n1 | 1 | 0 | -1 | 1 | 7 | -3 | 0 | 0 | 0 | -0.4
Cn1nc([N+](=O)[O-])c(C(C#N)c2ccccn2)c(Cl)c1=O (centres undefined) | -2 | 1 | 9 | 10 | -5 | 17 | -2 | 19 | 4 | -0.6
O=C(NNc1c(F)c(F)cc(F)c1F)c1ccco1 | -1 | 1 | -4 | -1 | 5 | 7 | -2 | 4 | -4 | -1.4
